Bioassay records (PubChem)
TWEAK Fn14 block = inhibitors of TWEAK-Fn14 signaling, primary screen, luciferase reporter cells, uHTS; 2% of 360,000 active; inhibition, % at 10 µM; TWEAK-stimulated Fn14 reporter cells, luciferase luminescence, 8 h; in the data active = inhibition above about 50%
SRC2 inh = inhibition of GAL4-SRC2 driven luciferase reporter, primary screen, SRC2 inhibitor project, cell-based, luminescence; inhibition, % at 9 µM; AID 651957, 2012; 0.17% of 370,000 active; HEK293 GAL4-SRC2 luciferase reporter;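 active = inhibition above the mean inhibition of all tested compounds plus 3 SD, set per campaign, cut at about 52% in these data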;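 note: 0% = DMSO treated cells and 100% = cells given Gossypol at 36 µM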
LRH-1 inv ag = LRH-1 (NR5A2) inverse agonists, primary screen, cell-based, luminescence, HEK293T, StAR-luciferase reporter; LRH-1 transfected, 24 h; inhibition, % at 3.6 µM; 0.13% of 360,000 active; AID 602396, 2012;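 active = inhibition above the mean inhibition of all tested compounds plus 3 SD, cut at about 73% in these data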;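 note: 0% = DMSO wells and 100% = reporter-only cells lacking LRH-1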
TROY signal inh = inhibitors of TROY-driven NF-kB signaling, primary screen, Q293 LMP1-TROYcd cells, NF-kB luciferase, uHTS; AID 1347056, 2019; 0.98% of 360,000 active; Q293 LMP1-TROYcd NF-kB luciferase reporter, 4 h; inhibition, % at 10 µM;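 active = compounds whose plate-normalised and pattern-corrected inhibition of the luciferase reporter signal at the single screening dose is 50% or more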
TLR9-MyD88 block = inhibitors of TLR9-MyD88 association in cells, primary screen, cell-based, CHO, BLA complementation, fluorescence | Toll-like receptor 9 (Homo sapiens) + Myeloid differentiation primary response protein … | CCF4 FRET ratio | inhibition, % at 4.98 µM | 0.21% of 340,000 active;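 active = inhibition above the mean over all tested compounds plus 3 SD, cut at about 21% in these data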;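 note: 0% = DMSO only wells and 100% = clavulanate BLA inhibitor control wells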
NR2F2 inh = NR2F2 transcriptional activity inhibitors, primary screen, cell-based, luciferase reporter, HEK293T, luminescence; 0.7% of 370,000 active; COUP transcription factor 2 (Homo sapiens), P24468; AID 686940, 2013; HEK293T NGFI-A luciferase reporter; inhibition, % at 8.6 µM;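 active = inhibition above a per-plate cutoff, mean inhibition of test wells between control levels plus 3 SD, cut at about 38% in these data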;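 note: cells cotransfected with COUP-TFII expression vector driving the NGFI-A reporter; 0% = median of COUP-TF2 test wells and 100% = reporter-only cells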
NCOA3 inh = SRC3 coactivator transcriptional activity inhibitors, primary screen, cell-based, luminescence | AID 588352, 2011 | 0.17% of 360,000 active | inhibition, % at 3.6 µM | HEK293 GAL4-SRC3 luciferase reporter;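 active = inhibition above a per-campaign cutoff, the mean of all compounds plus 3 SD, cut at about 60% in these data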;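 note: 0% = DMSO-treated cells and 100% = gossypol-treated cells at 36 µM; higher means less SRC3-driven luciferase light from the GAL4 reporter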
EBV LMP1 NFkB = EBV LMP1-driven NF-kappaB luciferase reporter inhibitors, primary screen, cell-based, luminescence, single point; LMP1-induced NF-kappaB luciferase reporter cells; inhibition, % at 12.5 µM; 0.69% of 350,000 active; AID 504558, 2011; in the data active = inhibition above about 41%;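 note: 0% = neutral control wells and 100% = reference inhibitor control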
SRC1 inh = SRC1 coactivator transcriptional activity inhibitors, primary screen, cell-based, luminescence; Nuclear receptor coactivator 1 (Homo sapiens), Q15788; HEK293 GAL4-SRC1 luciferase reporter; inhibition, % at 3.6 µM; 0.12% of 360,000 active; AID 588354, 2011;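 active = inhibition above the campaign mean plus 3 SD, with each screening campaign given its own cutoff, cut at about 60% in these data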;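 note: 0% = DMSO treated cells and 100% = gossypol at 36 µM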
Target sequence (Q15788 whole entry, looked up, the tested form may be a part): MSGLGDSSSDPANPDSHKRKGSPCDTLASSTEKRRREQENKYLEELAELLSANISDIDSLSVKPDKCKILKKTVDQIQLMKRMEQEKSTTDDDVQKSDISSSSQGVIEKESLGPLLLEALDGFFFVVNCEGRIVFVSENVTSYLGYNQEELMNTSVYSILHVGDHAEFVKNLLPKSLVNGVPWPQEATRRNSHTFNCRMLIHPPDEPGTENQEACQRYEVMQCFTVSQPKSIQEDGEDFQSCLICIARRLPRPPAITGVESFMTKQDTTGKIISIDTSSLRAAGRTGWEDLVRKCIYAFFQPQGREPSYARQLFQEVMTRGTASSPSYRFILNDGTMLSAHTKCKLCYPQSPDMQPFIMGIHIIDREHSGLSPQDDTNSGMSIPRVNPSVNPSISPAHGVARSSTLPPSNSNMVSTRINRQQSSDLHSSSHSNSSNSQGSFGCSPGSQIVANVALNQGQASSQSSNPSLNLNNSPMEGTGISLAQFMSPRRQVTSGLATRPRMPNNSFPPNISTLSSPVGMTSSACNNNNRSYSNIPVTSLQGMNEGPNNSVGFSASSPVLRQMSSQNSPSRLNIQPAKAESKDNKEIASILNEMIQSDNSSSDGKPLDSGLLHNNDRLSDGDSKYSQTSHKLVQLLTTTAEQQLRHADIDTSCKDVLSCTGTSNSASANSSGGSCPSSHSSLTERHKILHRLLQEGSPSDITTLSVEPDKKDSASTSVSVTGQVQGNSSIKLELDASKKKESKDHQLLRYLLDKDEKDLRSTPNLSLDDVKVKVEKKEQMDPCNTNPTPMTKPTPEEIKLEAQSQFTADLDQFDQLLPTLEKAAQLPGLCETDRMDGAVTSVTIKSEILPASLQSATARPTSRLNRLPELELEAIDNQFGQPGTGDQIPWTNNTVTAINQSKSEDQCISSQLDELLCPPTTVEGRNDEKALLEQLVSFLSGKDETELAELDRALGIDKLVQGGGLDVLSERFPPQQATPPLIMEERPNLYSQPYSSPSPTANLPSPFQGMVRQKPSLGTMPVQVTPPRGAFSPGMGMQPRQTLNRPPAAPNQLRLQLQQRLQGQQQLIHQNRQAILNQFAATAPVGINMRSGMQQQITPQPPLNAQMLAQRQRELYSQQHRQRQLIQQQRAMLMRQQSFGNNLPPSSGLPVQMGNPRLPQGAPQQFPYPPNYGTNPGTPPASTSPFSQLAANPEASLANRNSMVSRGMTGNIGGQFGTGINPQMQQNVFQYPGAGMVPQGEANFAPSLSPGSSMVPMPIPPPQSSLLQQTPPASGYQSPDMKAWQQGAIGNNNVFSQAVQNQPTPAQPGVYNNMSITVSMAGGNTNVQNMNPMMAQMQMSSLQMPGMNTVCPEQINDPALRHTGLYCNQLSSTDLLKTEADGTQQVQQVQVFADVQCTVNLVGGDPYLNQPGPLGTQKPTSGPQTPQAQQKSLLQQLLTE
C8 TRAIL sens = viability loss with TRAIL in NB7+C8 cells, primary screen, TRAIL sensitizer project, cell-based, ATPlite luminescence. inhibition (viability loss, TRAIL sensitization), % at 10 µM. 1% of 360,000 active. AID 624354, 2012;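 active = compounds causing at least 50% loss of cell viability in the single-dose screen, relative to plate controls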
NOD2-RIPK2 inh = NOD2-RIPK2 binding disruptors in cells, primary screen, fluorescence, CHO cells, BLA complementation | CCF4 ratio | inhibition, % at 4.98 µM | 0.38% of 360,000 active | AID 624267, 2012; in the data active = inhibition above about 21%;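 note: 0% = vehicle only and 100% = reference blocker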
Active calls of the source: *; · = no result given. These rows are one share of the data; rates above refer to the full screens.

SMILES	TWEAK Fn14 block	SRC2 inh	LRH-1 inv ag	TROY signal inh	TLR9-MyD88 block	NR2F2 inh	NCOA3 inh	EBV LMP1 NFkB	SRC1 inh	C8 TRAIL sens	NOD2-RIPK2 inh
C=CCOc1ccccc1NC(=O)CN1C(=O)CNC1=O	31	-18	0	-4	-5	9	2	1	-3	-4	-1
COCCNC(=S)N1CCC(C(=O)c2ccc(C)cc2)CC1	1	8	19	12	5	8	16	-28	-5	-17	-3
C=CCSc1ncccc1C(=O)NCc1ccccc1	13	·	-37	13	-8	·	-9	5	-8	-4	-6
CC(=O)Oc1ccc2c(c1)OC(c1ccccc1)CC21CC(C)(C)NC(=S)N1 (centres undefined)	5	-18	14	·	0	3	6	2	17	-5	-29
O=C(N/N=C/c1ccncc1)c1ccccc1[N+](=O)[O-]	19	-1	-12	12	-3	2	15	1	-3	6	0
C=CCNC(=O)CN1CCC(n2c(C)nc3cc(C(F)(F)F)ccc32)CC1	15	18	7	-14	6	3	-29	5	11	-5	2
O=C(N/N=C/c1c[nH]c2ccccc12)c1cccc(O)c1	9	-29	0	-14	11	-17	-68	2	-17	13	1
CC1CN(S(=O)(=O)c2cccc(C(F)(F)F)c2)C(C)N1C(=O)N1CCOCC1 (centres undefined)	16	-11	-15	22	-13	5	-3	-2	-14	-5	-3
O=C(Cc1cn2ccsc2n1)Nc1nc2c(s1)CN(Cc1ccccc1)CC2	17	-20	-1	3	1	0	2	7	-9	-2	-5
CC(=O)Nc1ccc(-c2cn3ccsc3n2)cc1	-11	-56	-52	-44	-7	-36	-54	3	-89	36	-1
O=C(CSc1nc2ccccc2o1)N1CCN(c2ccccc2)CC1	7	16	29	2	6	-15	7	1	-1	-9	5
O=C(O)c1ccc(Nc2nc(-c3ccccc3)nc3ccccc23)cc1	18	-14	-1	-19	-5	6	-11	-3	6	-5	-3
Cc1ccc(C)c(OCCC(=O)OCC(=O)NC(=O)NC2CCCC2)c1	12	-9	2	-11	-6	-3	13	-3	-12	32	-3
CCOc1cc(C2Nc3ccccc3C(=O)N2c2ccccc2)ccc1O (centres undefined)	-5	-33	-14	-32	-2	-2	-39	-8	-32	-2	0
CC(=O)c1sc(N/N=C\c2c(O)ccc3ccccc23)nc1C	11	-20	-49	-17	4	-12	-26	-22	-83	44	-10

Arranged by formula weight (rising): some entries from above.
SMILES	TWEAK Fn14 block	SRC2 inh	LRH-1 inv ag	TROY signal inh	TLR9-MyD88 block	NR2F2 inh	NCOA3 inh	EBV LMP1 NFkB	SRC1 inh	C8 TRAIL sens	NOD2-RIPK2 inh
COCCNC(=S)N1CCC(C(=O)c2ccc(C)cc2)CC1	1	8	19	12	5	8	16	-28	-5	-17	-3
CC(=O)c1sc(N/N=C\c2c(O)ccc3ccccc23)nc1C	11	-20	-49	-17	4	-12	-26	-22	-83	44	-10
CCOc1cc(C2Nc3ccccc3C(=O)N2c2ccccc2)ccc1O (centres undefined)	-5	-33	-14	-32	-2	-2	-39	-8	-32	-2	0

New compounds follow:
SMILES	TWEAK Fn14 block	SRC2 inh	LRH-1 inv ag	TROY signal inh	TLR9-MyD88 block	NR2F2 inh	NCOA3 inh	EBV LMP1 NFkB	SRC1 inh	C8 TRAIL sens	NOD2-RIPK2 inh
Cc1[nH]c2ccc(C(=O)NCCN3CCOCC3)cc2c1C	2	-8	-13	4	-2	-39	12	-3	-11	-7	4
CC(C)(CCC(=S)N1CCOCC1)c1ccccc1	-3	-2	-6	-20	-8	-1	-13	0	2	-4	-13
CCN1C(=O)C(C)C=C(C)C=C1C (centres undefined)	-24	-14	8	-15	1	-4	-5	-9	2	-5	-7
Cc1ccc(CNn2cn[nH]c2=S)cc1	-19	-25	17	-1	1	4	3	7	5	-9	0
Cc1nc(C(F)(F)F)ccc1C(=O)N1CCC1(C)C(=O)NS(=O)(=O)c1ccccc1Cl (centres undefined)	9	-24	7	-1	·	3	2	·	-7	11	0
CCCCCCCCCCCCCCCC(=O)NCCO	-14	-5	-4	7	1	6	14	6	8	-3	-2
Cc1ccc(C(C)C)c(OCC(O)CNC2CCCC2)c1 (centres undefined)	-1	1	15	14	1	2	9	2	9	3	-7
C[C@@H](NC(=O)/C(C#N)=C/c1ccc(O)c(O)c1)c1ccccc1	8	-23	-29	-11	0	-2	-18	2	-9	11	-12
CC1(C)C=Cc2cc(-c3coc4cc(O)cc(O)c4c3=O)cc(O)c2O1	-110	-71	-73	-23	5	-2	-62	-7	-49	-18	-8
CC(=O)c1ccc(NC(=O)CSc2nnc(C3CC3)n2C2CC2)cc1	-22	-1	-15	-15	-8	3	3	-8	5	2	-4
O=C(NCc1ccco1)Nc1cccs1	-29	-30	-17	2	-8	-3	-16	-11	-26	-13	-7
NC(=O)c1ncn([C@@H]2O[C@H](CNCc3ccc(OCC(=O)Nc4ccccn4)cc3)[C@@H](O)[C@H]2O)n1	8	0	-13	-25	-6	-8	5	-4	-14	-5	6
O=C(CN1C(=O)C2CCCCC2C1=O)Nc1nc(-c2ccccn2)cs1 (centres undefined)	-1	-47	15	-5	5	6	1	12	14	8	-11
CCCCCNC(=O)CCn1c(=O)oc2ccccc21	-11	-16	9	-10	0	4	16	-3	-13	-12	-2
CN(C)CCNC(=O)Nc1ccc([N+](=O)[O-])cc1	4	-7	9	-10	-11	-8	8	-1	7	0	0
O=C(O)C(c1ccccc1)N1CCCCC1 (centres undefined)	12	3	18	1	0	7	10	-2	-5	0	-2
Cc1ccc(NC(=O)CSc2nnc(COc3ccc(C#N)cc3)n2-c2ccccc2)cc1C	19	-8	26	7	12	0	-2	3	3	-11	-10
CN(C)c1nc(N)c2nccnc2n1	-1	0	-25	-4	5	7	-2	2	-48	-10	-5
CCOC(=O)COc1ccccc1-c1ccno1	12	-23	17	31	-7	-3	18	-9	-3	-14	6
CCOCCCNC(=S)N(CCN(CC)CC)Cc1cc2cc3c(cc2[nH]c1=O)OCCO3	10	0	15	-9	5	3	-10	-12	3	1	2
O=C(Nc1cccc(S(=O)(=O)NCc2ccco2)c1)c1cc(-c2ccccc2)nc2ccccc12	36	-6	3	13	-9	5	19	13	1	-1	-2
Cn1nc(-c2ccccc2F)c2cc(C(=O)Nc3ccc4c(c3)OCCO4)sc21	39	-27	8	-43	5	-14	8	15	0	29	-6
Cc1ccc(C(=O)NNC(=S)NC(=O)c2ccccc2)cc1	1	-15	-7	-57	6	-23	13	2	-16	6	-7
O=C(COc1ccccc1Cl)N(Cc1cccs1)C1CCS(=O)(=O)C1 (centres undefined)	1	-9	2	3	-4	4	-9	-4	-2	2	-18
CCc1ccc(C2(C)SC(NC(C)=O)=NN2C(C)=O)cc1 (centres undefined)	-1	6	-15	6	-5	-1	-7	7	-15	11	5
COC(=O)c1ccc(NC(C(=O)OC)C(C)C)c([N+](=O)[O-])c1 (centres undefined)	-2	-6	1	-12	1	11	14	7	3	7	-4
CCc1cc2cc(OC)ccc2nc1SCC(=O)NNC(=O)c1ccco1	-7	10	-6	-15	1	-7	0	3	-2	0	-7
O=C(Nc1cccc(S(=O)(=O)NCc2ccco2)c1)c1ccc(Cl)cc1	23	26	6	24	1	25	6	11	2	9	1
Cc1c(NC(=O)c2ccc(NS(=O)(=O)c3cccc([N+](=O)[O-])c3)cc2)c(=O)n(-c2ccccc2)n1C	-4	9	0	-19	-3	-22	-20	0	-23	10	-2
CC1CCCC(NC(=O)CNC(=S)N(Cc2ccccc2)Cc2cccs2)C1C (centres undefined)	17	1	18	11	5	12	9	10	4	-5	9
C=CCN1CC(C(=O)N2CCC(Cc3ccc(Cl)cc3)(C(=O)OCC)CC2)CC1=O (centres undefined)	9	1	1	-3	-18	12	13	7	-5	2	2
CC(=O)Cc1nsc(Nc2ccc(Cl)cc2)n1	-11	-41	-66	-34	6	-14	-63	-13	-42	-11	4
N#Cc1ccccc1S(=O)(=O)N1CCN(C(=O)Cc2coc3cc(O)ccc23)CC1	-5	2	10	6	-1	0	-27	-13	5	-17	2
Cc1ccc(NC(=O)C(C)OC(=O)Cn2cnc3ccccc3c2=O)cc1 (centres undefined)	-3	-10	-13	-1	10	-15	18	4	-8	-8	-17
CCOc1ccccc1C(=O)Nc1nnc(SCC(=O)Nc2cc(C)on2)s1	-35	1	2	0	-5	-4	-4	-17	-2	-3	-3
O=C(CCn1c(=S)[nH]c2ccccc2c1=O)NCCc1ccc(Cl)cc1	-10	11	-4	-20	-1	-13	13	-8	-6	-5	7
CC(C)c1nc2oc3c(=O)[nH]cnc3c2c2c1CCC2	10	-24	7	7	-1	-5	4	-3	1	-13	-3
CC(=O)NN1C(=O)c2ccccc2NC1c1cccc([N+](=O)[O-])c1 (centres undefined)	21	32	-8	-21	7	-6	11	-1	0	0	1
CC(=O)C1=C(C)Nc2cc(C(F)(F)F)ccc2S1	-3	-15	-16	-18	-8	-4	9	4	-46	3	-2
Cc1ccc(C(=O)N(Cc2nc(-c3ccc(C)cc3)no2)C(C)C)cc1	7	-2	1	17	-8	1	-4	-7	-14	14	-4
O=C1[C@@H]2Cc3c([nH]c4ccccc34)C(c3cccc([N+](=O)[O-])c3)N2C(=O)CN1CCCO (some centres undefined)	8	5	9	25	0	-26	2	4	7	3	12
COC(=O)CN(C)C1CC(=O)N(c2ccc(Cl)cc2)C1=O (centres undefined)	2	17	1	-5	-13	-2	19	4	-1	2	-3
CC(C)NC(=O)Nc1cccc2c1O[C@@H](CN(C)S(=O)(=O)c1ccc(F)cc1)[C@@H](C)CN([C@H](C)CO)C2=O	4	-16	-15	7	-2	5	-6	-3	3	12	-4
CNc1nc2c(N)ncnc2n1[C@H]1O[C@@H](CO)[C@H](O)[C@@H]1O	-62	31	40	8	1	-33	-32	12	-26	5	-4
Cc1ccc([C@@H]2[C@@H]3C(=O)N(C)C(=O)[C@@H]3[C@]3(Cc4ccccc4)C(=O)N(Cc4ccccc4)CC(=O)N23)o1	-1	-14	-2	3	-2	19	-2	-2	8	-1	8
Cc1ccc(OC(C)C(=O)Nc2ccccc2C(=O)NCc2cccnc2)cc1C (centres undefined)	-4	-14	9	-3	-3	6	12	-5	5	-6	0
Cc1cccc(-c2nc(CSCC(=O)NCCCN3CCOCC3)c(C)o2)c1	9	7	2	-2	-6	6	5	-8	4	12	-3
CCCCNC(=O)Nc1ccnn1C1CCCCC1	0	14	-5	-3	-3	0	-24	-4	-2	-10	-6
CCCCCn1c(SCCCC)nc2c1c(=O)[nH]c(=O)n2C	-12	10	-2	-10	-4	-2	8	-15	5	-10	0
C=COC(=O)NC1CCc2cc(OC)c(OC)c(OC)c2-c2ccc(SC)c(=O)cc21 (centres undefined)	-25	-5	29	14	-6	-65	14	-4	-12	23	4
